TNAP activation fold: stimulation of alkaline phosphatase TNAP activity – biochemical, luminescent, no phosphate acceptor, uHTS, primary screen (AID 1001). 200,000 tested, 0.03% active. purified TNAP, luminescent activation assay, no phosphate acceptor; higher activation fold means a stronger effect. activation fold at 20 µM; hits with a dose series show EC50 in µM; in the data active means activation fold from about 3, or a potency from the dose series; inactive means the rest, 99 in 100 with activation fold below about 1.6; further: many of its hits are not listed in these tables
T cell HTS: T cell immune modulation candidate; calls only at 7 µM; 2C CD8+ T cell-vesicle binding, flow cytometry; hits give low values; 330,000 tested, 0.068% active; AID 2052;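 active means response, share of CD8 T cells binding vesicles, and their 90th percentile fluorescence all below set limits, cut at about 80% in these data, passing the limit was not always enough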
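Read-out – percent CD8+ FL2 mean versus row control · System – murine 2C transgenic CD8+ T lymphocytes · Times – 1.5 h cell–vesicle binding at 37 °C, then 20 min icy labelling · Control set – naked vesicles low, QL9 vesicles with vehicle high · Detection – cytometric PE anti-B7-1 and Alexa647 anti-CD8 signals after 1% paraformaldehyde fixation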
Myeloid diff 2: myeloid differentiation induction; ER-HoxA9 myeloid progenitors, lysozyme-GFP differentiation, flow cytometry; calls only at 10 µM; 360,000 tested, 1% active; AID 624256;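 active means normalized GFP-positive differentiation at or above the plate's own cutoff, the solvent-only control mean plus 3 SD; inconclusive means no clear call, values can overlap the other calls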;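 further: cells exposed to compound for four days before flow analysis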
RSV CPE inhibition: RSV antiviral activity via CPE protection, HEp-2 cells, primary 10 µM value included (AID 2391); CPE inhibition, % at 10 µM, or IC50 in µM where a hit was titrated; 310,000 tested, 0.13% active; HEp-2 cells, RSV-induced CPE inhibition; higher % means a stronger effect; in the data active means a potency from the dose series; inconclusive means CPE inhibition mostly from about 23% at the one dose, without a potency; inactive means the rest, 99 in 100 with CPE inhibition below about 21%; further: strong numbers were not always called active
Salmonella PhoP GFP: PhoP-dependent GFP reporter repression – Salmonella Typhimurium, primary screen (AID 1863); S. Typhimurium PhoP-regulated promoter GFP reporter, 4 h; higher % means a stronger effect; inhibition, % at 50 µM; hits with a dose series show IC50 in µM; 300,000 tested, 0.16% active;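 active means inhibition over 29.93%, a cutoff 3 SD above the screen mean, later confirmed by dose response; inconclusive means inhibition over 29.93% but no dose response follow-up; inactive means inhibition at most 29.93% or unconfirmed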;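 further: 0% = low Mg2+ inducing control and 100% = high Mg2+ repressing control; strong numbers were not always called active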
UTI89 phage lysis: protection from phage-mediated lysis, alamar blue read-out – E. coli UTI89, K1F phage, bacterial capsule biogenesis inhibitors (AID 488966) | 340,000 tested, 0.02% active | inhibition, % at 100 µM, or IC50 in µM where a hit was titrated | E. coli UTI89 K1F phage lysis, alamar blue, 2 h; higher % means a stronger effect;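 active means phage lysis inhibition, versus mean bacterial control, above a set limit; inconclusive means no clear call, values can overlap the other calls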;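 further: capsule biogenesis inhibitors block K1F phage lysis so surviving cells raise fluorescence; higher fluorescence means more inhibition of phage lysis; actives were called in the ten point dose series up to 300 µM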
NTR1 agonist: NTR1-driven beta-arrestin-GFP spot formation – imaging, U2OS cells, high content, primary screen (AID 493036). P30989. agonist mode. activation, % at 20 µM. 330,000 tested, 0.17% active;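 active means activation at or above 40% of the spot to cytoplasm intensity ratio, with at least 20 cells analyzed; inconclusive means wells under 20 cells, flagged as cytotoxic or low count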;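 further: 0% = DMSO without peptide and 100% = 100 nM NTR1 peptide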
Target sequence (P30989 whole entry, looked up): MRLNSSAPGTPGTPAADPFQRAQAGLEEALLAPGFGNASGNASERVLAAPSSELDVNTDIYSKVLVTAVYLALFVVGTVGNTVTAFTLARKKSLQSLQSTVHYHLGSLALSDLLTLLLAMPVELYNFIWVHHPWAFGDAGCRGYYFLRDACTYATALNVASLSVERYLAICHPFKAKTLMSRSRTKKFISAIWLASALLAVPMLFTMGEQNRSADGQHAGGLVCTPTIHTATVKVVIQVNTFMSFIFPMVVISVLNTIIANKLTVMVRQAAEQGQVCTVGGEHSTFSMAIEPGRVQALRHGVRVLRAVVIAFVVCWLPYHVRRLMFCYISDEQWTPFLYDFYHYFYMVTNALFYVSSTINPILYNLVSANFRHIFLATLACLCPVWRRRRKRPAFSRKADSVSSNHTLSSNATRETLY
MgcRacGAP inhibition: MgcRacGAP GTPase-activating activity inhibitors, confirmation, biochemical, ADP Hunter fluorescence | MgcRacGAP-stimulated Rac1 GTP hydrolysis, ADP Hunter fluorescence; higher % means a stronger effect; GST-tagged Rac1 F28L mutant substrate | inhibition, % at 30 µM, or IC50 in µM where a hit was titrated | 340,000 tested, 0.6% active | AID 624330;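 active means first-screen hits whose inhibition reached a set limit at any dose in the follow-up dose series; inconclusive means inhibition above the set first-screen limit but never retested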;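 further: fluorescence reports GDP produced by GAP-driven GTP hydrolysis; strong numbers were not always called active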
SV40 large T antigen: TAg ATPase/helicase activity blockers – biochemical (AID 1903); inhibition, % at 20 µM; hits with a dose series show IC50 in µM; SV40 large T antigen ATPase/helicase inhibition assay; higher % means a stronger effect; 310,000 tested, 0.39% active; in the data active means a potency from the dose series; inconclusive means inhibition mostly from about 32% at the one dose, without a potency; inactive means the rest, 99 in 100 with inhibition below about 32%; further: strong numbers were not always called active
T cell HTS vesicle-bound %: also measured in T cell HTS; calls as there; double positive events, %; measured here: CD8+ vesicle-bound cell fraction;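 binding gate set so that unloaded-vesicle control wells show 10% double positive cells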
NTR1 agonist cell count 20 µM: recorded beside NTR1 agonist, whose call it bears; cell count; measured here: cell count, cytotoxicity flag
Myeloid diff 2 GFP+ MAC1+ %: further read-out of Myeloid diff 2, marked with its call; GFP+ MAC1+ double positive, %; measured here: differentiation confirmed by MAC1 staining
The depositor's hits bear a star; i = inactive; ? = inconclusive; nt = not tested or not shown; [ ] = dose if it differs, or a comment.

SMILES	TNAP activation fold	T cell HTS	T cell HTS vesicle-bound %	Myeloid diff 2	Myeloid diff 2 GFP+ MAC1+ %	RSV CPE inhibition	Salmonella PhoP GFP	UTI89 phage lysis	NTR1 agonist	NTR1 agonist cell count 20 µM	MgcRacGAP inhibition	SV40 large T antigen
O=C(Nc1ccc2oc(-c3cccnc3)nc2c1)c1cc2ccccc2o1	1.7	i	38.4	i	0.6	?	-10.2%	2.2%	0.4	53	4.8%	13.7%
CC(NS(=O)(=O)c1ccc2c(c1)CC(=O)N2C)c1ccccc1 (stereo not given)	nt	i	14.1	i	0.4	0.0%	-0.8%	0.9%	-1.8	37	3.1%	2.1%
O=C(Nc1cccc(Cl)c1)NC1(C(=O)NCc2cccs2)CCCCC1	1.2	i	30.5	i	9.8	3.6%	-7.0%	0.4%	1.0	54	5.7%	4.0%
CCc1ccc(C(=O)c2cncc(Br)c2)cc1	1.1	i	20.9	i	1.3	2.8%	6.0%	0.4%	-0.1	87	9.0%	18.2%
CCC(C)(C)n1nnnc1C(c1cc2cc(C)cc(C)c2[nH]c1=O)N1CCCC1 (stereo not given)	1.1	i	54.7	i	1.3	4.4%	-6.1%	-0.8%	0.3	93	3.4%	23.2%
COc1cc2c(c(OC)c1)C(c1cccc(OC)c1OC)CC(=O)N2 (stereo not given)	1	i	33.9	i	1.4	0.9%	-2.5%	-1.2%	1.9	50	0.5%	0.3%
O=C(Nc1ccc2c(c1)OCCO2)C(c1ccc(F)cc1)N1CCCCC1 (stereo not given)	1.1	i	44.9	i	1.0	0.5%	22.1%	-0.1%	-2.3	102	3.8%	9.9%
O=C(CSCc1ccccc1)N/N=C/c1ccccc1OCc1ccccc1	1	i	50.8	i	5.9	2.7%	32.1%	-0.6%	2.4	41	0.3%	-1.8%
COc1cccc(NC(=O)c2ccc(OC(F)(F)F)cc2)c1	nt	nt	nt	i	1.5	4.9%	nt	1.9%	1.2	68	10.4%	15.2%
COc1ccc(S(=O)(=O)Nc2ccccc2C(=O)N2CCOCC2)cc1Br	nt	i	16.1	i	0.3	1.7%	-7.0%	1.1%	0.9	60	5.4%	14.7%
Cn1c(=O)c2sccc2n(Cc2ccc(Br)cc2)c1=O	nt	i	34.4	i	0.7	14.2%	4.6%	1.1%	0.0	70	1.5%	-4.3%
Cc1noc(C(=O)Nc2cccnc2)c1Cl	1.2	i	27.9	i	1.8	-0.2%	7.2%	-0.6%	-1.2	64	4.6%	8.7%
CC1CCN(CCC(=O)N2CCCc3c2c(=O)oc2ccc(O)cc32)CC1	1.1	i	33.9	i	0.8	-0.2%	5.0%	0.0%	-1.7	94	11.2%	7.2%
CCOC(=O)N1CCC(N2CCCC(C(=O)c3cc(F)ccc3OC)C2)CC1 (stereo not given)	1	i	49.8	i	0.2	0.0%	9.0%	0.1%	-0.9	80	1.9%	3.5%
O=C(c1ccncc1)N1CCN(CCc2ccccc2)CC1	nt	i	52.1	i	0.8	-1.2%	-4.8%	-0.2%	-0.9	69	1.6%	6.9%
CC(C)CNC(=O)c1cc(=O)[nH]c2ccc(S(=O)(=O)Nc3ccc(F)cc3)cc12	nt	i	20.9	i	0.0	0.1%	7.5%	0.1%	0.1	45	2.2%	-1.9%
O=C1NC(c2ccc3c(c2)OCO3)Oc2ccccc21 (stereo not given)	1.2	i	25.2	i	6.2	0.5%	31.4%	1.6%	1.8	51	-0.7%	6.2%
O=C(O)CC1(CC(=O)NCc2cc(F)cc3c2OCOC3)CCCCC1	nt	i	22.3	i	1.0	nt	-1.4%	10.2%	-0.9	50	5.2%	1.6%
Cc1c(C(=O)N2CCCCC2)c(S(=O)(=O)N2CCC(C)CC2)c(C)n1C	nt	i	9.7	i	1.5	1.2%	0.0%	0.1%	-0.2	57	2.2%	8.2%
COC(=O)C1=C(C)N(c2cc(Cl)cc(Cl)c2)C(=O)C1	1	i	22.4	i	14.5	-0.6%	17.6%	1.2%	17.4	65	5.6%	12.2%
CCn1c(=O)cc(SCC(=O)NCc2ccc(C)cc2)c2ccccc21	1	i	36.7	i	0.6	2.6%	-5.0%	-1.3%	1.3	96	3.5%	8.6%
C/C(=N\NC(=O)c1sccc1C)c1cccnc1	nt	i	67.5	i	0.5	0.9%	2.2%	0.2%	0.6	73	6.4%	11.0%
Cc1nc(CCN2C(=O)c3ccccc3C2=O)cs1	1.1	i	50.8	i	1.4	-0.2%	-4.1%	0.5%	3.1	78	9.9%	2.4%
CCCC(=O)Oc1c(S(=O)(=O)c2ccc(C)cc2)c(C)nn1C(C)(C)C	1	i	19.0	i	0.6	3.6%	0.8%	0.0%	4.9	52	2.0%	6.1%
COc1ccc(S(=O)(=O)Nc2cccc3c2O[C@H](CN(C)C(=O)Nc2ccc4c(c2)OCO4)[C@@H](C)CN([C@H](C)CO)C3=O)cc1	nt	i	11.8	i	1.6	nt	nt	0.5%	-0.5	69	6.2%	nt
O=C(O)c1[nH]c2ccccc2c1C(c1c(F)cccc1Cl)c1c(C(=O)O)[nH]c2ccccc12	nt	i	57.7	i	0.7	1.4%	-1.7%	0.2%	1.6	69	16.7%	7.8%
Cc1cccc(OCCCC(=O)NCCc2ccccc2)c1	1	i	41.8	i	0.6	1.4%	-5.7%	2.3%	-1.1	48	-8.9%	2.3%
O=C(Nc1nc(-c2ccc3ccccc3c2)cs1)C1CCN(S(=O)(=O)c2cccs2)CC1	1.1	i	52.0	i	0.6	2.4%	6.3%	0.6%[50 µM]	0.5	45	8.7%	1.5%
CC1CN(C(=O)CN2C(=O)NC(C)(c3ccccc3)C2=O)CC(C)O1 (stereo not given)	1.1	i	31.0	i	5.9	-0.2%	-1.1%	-0.9%	1.4	83	-5.3%	12.5%
CN1CCN(S(=O)(=O)c2ccc(NC(=S)NC(=O)C3CCCCC3)cc2)CC1	1	i	39.4	i	0.2	-1.0%	-2.6%	-2.1%	-1.3	75	5.7%	10.4%
COc1ccccc1NS(=O)(=O)c1cc(C(=O)N2CCCC2)ccc1F	nt	nt	nt	i	0.7	nt	nt	0.7%[50 µM]	-0.1	52	9.9%	nt
CCC(=O)N1CCN(c2ccccc2NC(=O)COc2cccc(C)c2)CC1	1.1	i	13.3	i	0.9	3.2%	14.8%	0.6%	1.4	54	5.6%	-7.0%
Cc1ccc(OCCOC(=O)c2cccc(S(=O)(=O)N3CC(C)OC(C)C3)c2)cc1 (stereo not given)	nt	i	33.2	i	0.5	3.3%	nt	0.0%[50 µM]	1.8	58	4.6%	nt
CCN(CC)c1cc(C(F)(F)F)nc(-c2ccccn2)n1	1.1	i	36.9	i	1.2	0.5%	-2.6%	-0.1%	0.4	75	10.6%	22.9%
Cc1ccc(-n2ncc3c(NNC(=O)c4ccco4)ncnc32)cc1Cl	nt	i	65.5	i	1.1	1.8%	-3.8%	0.0%	0.6	55	3.5%	2.9%
O=C(/C=C/c1ccco1)c1cccnc1	nt	i	56.1	i	0.3	0.8%	18.9%	0.3%	-1.8	97	17.4%	4.6%
COc1ccc(C2CC(c3ccccc3)=NN2C(=O)COC(=O)c2cccc(O)c2)cc1 (stereo not given)	nt	i	37.0	i	0.6	nt	nt	-1.2%	22.3	61	2.8%	nt
Cc1ccc(NC(=O)Nc2sc(=S)n(C)c2C)cc1	1.1	i	7.4	i	0.6	3.2%	-9.0%	-0.3%	-1.2	46	7.2%	1.8%
CCOc1ccccc1Nc1nnc(SCC(=O)N2CCCC2)s1	1.1	i	33.6	i	0.5	2.8%	4.1%	1.2%	1.0	75	6.0%	-4.2%
CCC(c1nnnn1C(C)(C)C)N1CCN(Cc2ccccc2OC)CC1 (stereo not given)	1	i	2.6	i	0.1	-1.0%	-0.3%	0.5%	-0.1	57	1.7%	-4.0%
CCCc1cc(=O)[nH]c(SCC(=O)N(CC)Cc2ccccc2)n1	1.1	i	21.1	i	0.9	-0.6%	5.3%	0.1%	-1.6	59	14.2%	-2.7%
CC(=O)Nc1ccc(NC(=O)Cn2nc(C(=O)Nc3ccc(C)cc3)ccc2=O)cc1	nt	i	37.9	i	3.1	1.3%	-5.6%	0.0%	-0.7	64	6.0%	11.7%
S=C(NCc1ccco1)N1CCN(c2cccc(Cl)c2)CC1	1.1	i	49.9	i	0.9	13.7%	-1.8%	-0.4%	3.9	50	7.3%	11.1%
Cc1cc(C)c2nc(NC(=O)C3CSC4(C)CCC(=O)N34)sc2c1 (stereo not given)	nt	i	23.9	i	0.2	0.8%	nt	-0.1%[50 µM]	0.0	58	5.1%	nt
COc1cc2c(cc1OC)C(c1ccccc1Cl)N(C)CC2 (stereo not given)	nt	i	11.2	i	0.3	1.6%	-0.8%	-0.1%	1.3	46	5.0%	9.6%
O=C(CSc1nncs1)Nc1cc(-c2ccccc2)nn1-c1ccccc1	1	i	45.9	i	1.0	2.4%	0.9%	0.6%	0.7	102	12.1%	6.5%
CN(C)C1NC(=O)c2cc(-c3ccccc3)sc2N1 (stereo not given)	1	i	50.9	i	0.9	0.6%	1.2%	-0.1%	-0.6	51	14.8%	9.5%
COC(=O)c1ccc(NC(C)=O)o1	1.1	i	18.6	i	0.6	0.8%	-7.9%	0.2%	-1.4	41	8.6%	4.2%
O=S(=O)(c1cccc(Br)c1)N1CCN(S(=O)(=O)c2ccc3c(c2)OCCO3)CC1	nt	i	13.7	i	1.4	nt	nt	-0.3%	-1.5	58	8.9%	nt
COc1ccccc1CNn1c(-c2cccc(C)c2)nc2ccccc2c1=O	1	i	22.4	i	8.1	8.8%	8.4%	0.1%	2.0	49	4.1%	7.3%
CCOC(=O)c1sc2nc(-c3ccco3)c3c(c2c1N)CC(C)(C)OC3	1	i	10.6	i	4.0	21.6%	nt	0.2%	-0.8	55	17.4%	nt
NC(=O)c1c(-c2ccc(Cl)cc2Cl)csc1NC(=O)Cc1ccccc1	1.2	i	46.7	i	2.3	0.1%	-6.0%	1.0%[50 µM]	nt	nt	6.0%	8.4%
CC(=O)Nc1ccc(NC(=O)CSc2ccc(-c3cccnc3)nn2)cc1	nt	i	72.3	i	1.5	-0.2%	-0.1%	0.2%	-1.3	61	8.6%	5.4%

Source: PubChem
